Screening data from PubChem BioAssay.
ALDH1A1 block – qHTS Assay for Inhibitors of Aldehyde Dehydrogenase 1 (ALDH1A1). actives 7.3% (n = 220,000). Purified ALDH1A1, NADH fluorescence, propionaldehyde substrate. Potency, µM (top dose mostly 75.3 µM), for inactives: top-dose activity, negative = inhibition, actives largely listed as inhibitors. Aldehyde dehydrogenase 1A1 (Homo sapiens), P00352. AID 1030, 2008; active = well fitted inhibition curve with a large enough effect, not every such curve was filed as active; inconclusive = small, poorly fitted or top-dose-only effect, or another doubt; inactive = no such curve, though single readings can be large or run the other way;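 also: plate controls were no enzyme wells and a reference inhibitor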
Target sequence (P00352 whole entry, looked up): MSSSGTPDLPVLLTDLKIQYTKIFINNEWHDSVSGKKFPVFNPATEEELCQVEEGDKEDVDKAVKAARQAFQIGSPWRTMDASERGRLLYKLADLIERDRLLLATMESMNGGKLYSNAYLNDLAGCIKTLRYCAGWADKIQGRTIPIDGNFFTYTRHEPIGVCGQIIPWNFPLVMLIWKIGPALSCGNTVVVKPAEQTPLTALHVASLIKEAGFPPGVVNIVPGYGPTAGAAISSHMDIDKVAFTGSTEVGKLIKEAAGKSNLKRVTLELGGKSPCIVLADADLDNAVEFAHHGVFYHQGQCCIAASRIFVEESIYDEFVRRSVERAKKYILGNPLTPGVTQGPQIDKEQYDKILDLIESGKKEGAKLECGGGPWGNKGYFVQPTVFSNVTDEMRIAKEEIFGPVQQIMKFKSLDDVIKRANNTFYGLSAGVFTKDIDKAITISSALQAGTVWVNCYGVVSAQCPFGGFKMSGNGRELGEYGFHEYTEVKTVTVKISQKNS
GAA glycogen – qHTS Assay for Inhibitors and Activators of Human alpha-Glucosidase Cleavage of Glycogen | actives 0.38% (n = 300,000) | recombinant GAA, glycogen substrate, Amplex Red glucose oxidase fluorescence | Potency, µM (titrated, usually from 76.4 µM), for the others: top-dose activity change, negative = inhibition, most hits filed as inhibitors | AID 2100, 2009;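 also: 0% = full enzyme reaction and -100% = no-enzyme basal signal; the screen sought inhibitors and activators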
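qHTS, 1536-well; enzyme 4 nM final; cpd up to 77 uM; substrate bovine liver glycogen 30 ug; 50 mM citrate/phosphate pH 5.0, 0.01% Tween-20; 37 C, 40 min; Amplex Red detection 45 min RT; Hill fit → AC50.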
NPSR antag – qHTS Assay for Antagonists of the Neuropeptide S Receptor: cAMP Signal Transduction | CHO-NPSR cells, cAMP TR-FRET, antagonist mode | Q6W5P4 | Potency, µM (doses to about 38.3 µM), without a hit: top-dose activity change, negative = inhibition, hits mostly inhibitors | actives 1% (n = 220,000); also: % is scaled to controls: 0 for no effect and ±100 for the full control effect; nearly all actives have a fitted effect of over 50% in size; many of its hits are not listed in these tables
Target sequence (Q6W5P4 whole entry, looked up): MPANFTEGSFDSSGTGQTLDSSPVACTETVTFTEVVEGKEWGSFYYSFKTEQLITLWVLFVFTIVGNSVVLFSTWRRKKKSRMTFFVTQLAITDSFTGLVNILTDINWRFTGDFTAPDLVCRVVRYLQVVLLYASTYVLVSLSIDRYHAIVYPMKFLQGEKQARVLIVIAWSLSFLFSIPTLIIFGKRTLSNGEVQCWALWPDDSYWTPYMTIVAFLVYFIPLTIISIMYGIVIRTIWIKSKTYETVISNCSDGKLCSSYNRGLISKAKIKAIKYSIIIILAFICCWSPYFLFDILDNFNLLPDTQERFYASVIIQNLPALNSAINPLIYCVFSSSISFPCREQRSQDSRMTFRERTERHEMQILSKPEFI
Tau fluor cs – Counterscreen qHTS for Inhibitors of Tau Fibril Formation, Fluorescence Polarization | tau K18 P301L Alexa594 fluorescence, heparin fibrillization | Potency, µM (series often up to 57.7 µM), inactives show at the highest dose activity change, negative = decrease | actives 0.93% (n = 280,000); also: % is scaled to controls: 0 for no effect and ±100 for the full control effect; nearly all actives have a fitted effect of over 55% in size
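Human tau K18 P301L (15 uM unlabeled, 0.24 uM Alexa 594-labeled) in 100 mM sodium acetate pH 7 with 20 uM heparin, 6 hr at 37 C. ThT 30 uM added, 1 hr ambient; Alexa 594 FP and total fluorescence read at 555/632 nm.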
Epigenetic derep – Quantitative High-Throughput Screen for Regulators of Epigenetic Control | murine LDR cells, GFP reporter derepression, 30 h | Potency, µM (doses to about 53.9 µM), without a hit: at the highest dose GFP activation, usual class: activators | actives 0.2% (n = 280,000); also: % of control where 0% means no effect; nearly all actives have a fitted effect of over 60% in size
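GFP-positive cell count by laser-scanning cytometry (objects 20–120 um) after 30 h, 37 C compound exposure of murine LDR cells; reporter is CMV-GFP integrated at a silenced locus, inducible by HDAC or DNMT inhibitors.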
aGlu spleen mod – qHTS Assay for Inhibitors and Activators of Human alpha-Glucosidase From Spleen Homogenate; human spleen homogenate, 4-MU-alpha-glucoside fluorescence; Potency, µM (titrated, usually from 79.9 µM), inactives show top-dose activity change, negative = inhibition, usual class: inhibitors; actives 0.006% (n = 240,000); AID 2112, 2009;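 also: 0% = enzyme with vehicle and -100% = no enzyme basal signal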
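Human spleen homogenate (1 ug) with 4-methylumbelliferyl-alpha-D-glucopyranoside (1 mM final) in 50 mM citrate/phosphate pH 5.0, 0.01% Tween-20; 40 min at 37 C. Stopped at pH 10; 4-MU fluorescence Ex 365/Em 440 nm; AC50 by Hill fit.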
aGal spleen mod – qHTS Assay for Inhibitors and Activators of Human alpha-Galactosidase From Spleen Homogenate; Alpha-galactosidase A (Homo sapiens), P06280; Potency, µM (highest dose often 80 µM), for inactives: top-dose activity change, negative = inhibition, actives largely listed as inhibitors; actives 0.008% (n = 240,000); AID 2107, 2009; human spleen homogenate, 4MU-alpha-Gal fluorescence, 40 min;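 also: 0% = enzyme with vehicle and -100% = no enzyme basal signal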
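Spleen homogenate 1 ug + cpd (titration) + 4-MU-alpha-D-galactopyranoside 1 mM; 37C 40 min; 50 mM citrate/phosphate pH 5.0, 0.01% Tween-20; stop pH 10; fluorescence 365/440; AC50 via Hill.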
GAA inhib – qHTS Assay for Inhibitors of Human alpha-Glucosidase as a Potential Chaperone Treatment of Pompe Disease | Lysosomal alpha-glucosidase (Homo sapiens), P10253 | purified human GAA, 4-MU-alpha-glucoside fluorescence | Potency, µM (titrated, usually from 76.9 µM), for the others: top-dose activity change, negative = inhibition, usual class: inhibitors | actives 0.005% (n = 200,000);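 also: plate controls were uninhibited enzyme wells for no effect and no-enzyme background for full effect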
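qHTS format, compound range up to 77 uM. Human lysosomal enzyme at 4 nM, 400 uM 4-MU glucoside substrate, pH 5.0, 20 min room temperature; fluorescence after alkaline stop gives activity normalized to controls.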
Active calls of the source: *; ? = inconclusive; . = no result given; & = joins results of further samples; [ ] = another dose, or the depositor's remark. Unless noted, calls follow the shape of the dose curve; as a rule, active = well fitted curve in the direction sought with a large enough effect; inconclusive = small, poorly fitted or top-dose-only effect, or another doubt; inactive = no such curve, though single readings can be large; an effect the other way counts as inactive or inconclusive. Potency is read from the fitted curve at half-maximal effect.

SMILES | ALDH1A1 block | GAA glycogen | NPSR antag | Tau fluor cs | Epigenetic derep | aGlu spleen mod | aGal spleen mod | GAA inhib
Cc1cccc(N2CCN(C(=O)Cc3cn(C)c4ccccc34)CC2)c1C | 23% | -15% | ? | -6% | 3.9% | 1% | 7% | 1%
O=C1c2ccc3c4c(ccc(c24)C(=O)N1NC(=O)C(F)(F)F)CC3 | ? | -13% | -3%[46.1 µM] | -8% | 2.8% | -14% | 11% | 6%
CCCCSc1nc2c(c(C(F)(F)F)c1C#N)CCC2 | -3% | 1% | 1%[46.1 µM] | -23% | -0.7% | -3% | -5% | -15%
Cc1c(-c2ccccc2)oc2nc3c(c(=O)n(C)c(=O)n3C)n12 | 8% | 5% | ? | 0% | 0.0% | -1% | 3% | 3%
CCOc1ccc(C(=O)Nc2cc(C)on2)cc1OCC | 17% | 7% | -5%[46.1 µM] | -4% | -1.1% | 3% | 3% | -10%
Cc1noc(C)c1CSc1nnc2cc(C)c3ccccc3n12 | 0% | -3% | -14%[46.1 µM] | 5% | -1.1% | 3% | -1% | 1%
COC(=O)C1CCN(C(=O)c2ccc(Cl)c(S(=O)(=O)NCc3cccnc3)c2)CC1 | 9% | -1% | -9%[46.1 µM] | -1% | 0.0% | -3% | 9% | 0%
CCOC(=O)C1CCN(S(=O)(=O)C(F)(F)c2nc3ccccc3s2)CC1 | ? | -5% | -20%[46.1 µM] | -14% | 2.0% | -3% | 1% | -5%
CC(Oc1ccc(Cl)cc1)C(=O)NNC(=S)NC(=O)c1ccco1 (stereo unspecified) | ? | -1% | -16% | -19% | 0.0% | 6% | 9% | 4%
Cc1ccc(-c2csc(N/N=C/c3ccco3)n2)c(C)c1 | -4% | -14% | -2% | ? | 1.5% | -1% | 7% | -7%
C=C(C)CN=C1NN=C(c2cc(C)n(-c3ccc(C)cc3)c2C)CS1 | 13µM* | 7% | 11% | -6% | 1.3% | -24% | -10% | -4%
CSc1nc(Cl)cc(Nc2ccccc2N)n1 | 0% | -6% | 4% | -29% | -1.6% | -3% | -5% | 2%
O=[N+]([O-])c1ccccc1S(=O)(=O)N1CCN(CC2CC3C=CC2C3)CC1 (stereo unspecified) | 14µM* | 3% | -2% | -16% | 1.6% | -2% | -3% | ?
COc1ccc2oc(=O)c(N3C(=O)c4ccccc4C3=O)cc2c1 | . | 2% | -7% | -6% | 0.2% | -1% | 5% | .
N[C@H](CS)C(=O)O | -11% | . | . | -12% | 1.9% | -6% | -12% | .
Cc1ccc(C)c(C(=O)COC(=O)c2ccc(Br)o2)c1 | -4% | -3% | -16%[46.1 µM] | -27% | 0.0% | 3% | 9% | -12%
O=C(Oc1ccc2c(c1)OCO2)C12CC3CC(CC(C3)C1)C2 | 4% | 7% | 21% | -1% | -1.9% | 2% | 1% | 2%
CSCc1cc(N(C)C)nc(SCc2ccc(Cl)c(Cl)c2)n1 | -2% | -16% | ? | -16% | 0.0% | 5% | 0% | -7%
COC(=O)C(C)Sc1nc2c(c(=O)n(C)c(=O)n2C)n1Cc1cccc(C)c1 (stereo unspecified) | 13µM* | -9% | -23% | -10% | -2.0% | -1% | 1% | 2%
Cc1cccn2c(=O)c(C=O)c(N3CC(C)OC(C)C3)nc12 (stereo unspecified) | -2% | 2% | -1% | 16% | -0.2% | 1% | -24% | 4%
Cc1cc(/C=N/n2cnnc2)c(C)n1-c1cc(Cl)ccc1Cl | 22µM* | -9% | ? | -2% | 9.3% | -5% | -8% | 4%
CCCCN1C(=O)C(O)(CC(=O)c2ccco2)c2cc(Br)ccc21 (stereo unspecified) | 8.9µM* | -3% | 0% | -9% | 7.8% | -1% | 1% | 4%
COc1ccc(O[C@H]2C=C[C@@H](c3ccccc3)O[C@H]2CO/N=C2/c3cc(OC)ccc3O[C@@H](c3cccc(OC)c3)[C@H]2O)cc1 | 5%[13.5 µM] | . | . | -12%[11.6 µM] | 0.8%[10.1 µM] | 5%[17.4 µM] | -9%[17.5 µM] | .
CCOC(=O)c1c(C)[nH]c(C(=O)CSc2nc(C)cc(C)n2)c1C | 16µM* | 9% | 8% | -8% | -2.5% | 11% | 4% | -4%
Cc1noc(/C=C/N(C)C)c1S(=O)(=O)N1CCCC(C(=O)NCc2ccccc2Cl)C1 (stereo unspecified) | -7% | 1% | -26%[46.1 µM] | -20% | -0.9% | 3% | 7% | -6%

The list continues:
SMILES | ALDH1A1 block | GAA glycogen | NPSR antag | Tau fluor cs | Epigenetic derep | aGlu spleen mod | aGal spleen mod | GAA inhib
CC(C)OCCCNC(=O)c1ccc(C2SCC(=O)N2Cc2ccco2)cc1 (stereo unspecified) | 10µM* | -3% | -4% | -5% | 3.1% | -3% | 4% | 13%
CC(=O)Nc1cc([N+](=O)[O-])ccc1N1CCOCC1 | 1% | 6% | 20% | -2% | -0.7% | -17% | -5% | -10%
O=c1[nH]c(CN2CCOCC2)nc2scc(-c3ccccc3)c12 | -3% | -2% | -9% | -7% | -0.1% | . | 5% | 0%
O=C(Nc1nnc(SCc2cccc(F)c2)s1)c1ccco1 | 9% | 11% | 0% | -5% | -3.6% | . | 1% | -6%
CCN(CCO)c1ncnc2c1sc1nc(CC(C)C)c3c(c12)CC(C)(C)OC3 | ? | -17% | -5%[46.1 µM] | -21% | 0.0% | -9% | 8% | -12%
Nc1nnc(/C=C/c2ccccc2)s1 | ? | 7% | 16% | -6% | 1.1% | 1% | -4% | -2%
CCOc1nc2ccccc2nc1NS(=O)(=O)c1ccccc1 | -5% | 3% | -7%[46.1 µM] | 9% | 3.2% | -6% | -2% | 3%
Cc1c(NC(=O)c2cc(-c3ccc(O)cc3)on2)c(=O)n(-c2ccccc2)n1C | . | 2% | 2% | -8%&5% | 0.1%&-0.9% | 2% | -8% | .
Cc1cc(C(=O)OCC(=O)Nc2cc(C(F)(F)F)ccc2N2CCOCC2)c(C)o1 | 3% | -13% | -28%[46.1 µM] | -10% | 0.0% | 5% | 3% | -11%
COc1ccccc1CNc1ncncc1-c1ccccc1C | ? | . | . | -18% | 0.5% | -9% | -19% | .
Cc1ccn2c(Nc3ccccc3C)c(-c3cccnc3)nc2c1 | -9% | ? | -37% | -12%&-23% | -4.4%&0.7% | -8% | -11% | -1%
CCOC(=O)CCC(=O)N1CCOCCOCCN(C(=O)CCC(=O)OCC)CCOCC1 | 3% | 8% | -5%[46.1 µM] | -8% | -0.2% | 2% | 4% | 2%
CC(C)CCn1cnc2c(oc3nc4c(cc32)CCCC4)c1=O | 3.2µM* | 4% | 18% | 4% | 6.4% | -8% | 11% | -4%
CCN1C/C(=C/c2ccc(N3CCOCC3)cc2)C(=O)/C(=C/c2ccc(N3CCOCC3)cc2)C1 | ? | -22% | -15%[46.1 µM] | -10% | ? | -8% | -4% | -5%
NNc1nccc(Nc2ccccc2C(=O)O)n1 | ? | ? | 15% | -11% | -1.0% | -1% | -2% | 4%
Cc1ccc(CC(=O)Nc2ccncc2)cc1 | 5% | 4% | 22% | 10% | -3.2% | 5% | -7% | 14%
Nc1cccc(-c2nc3ccccc3s2)c1 | ? | -9% | 3%[46.1 µM] | ? | 1.4% | -5% | 1% | -8%
N#Cc1cnn(-c2ccc(F)cc2)c1N | -4% | 9% | -12% | -10% | 0.5% | 4% | -2% | -6%[15.4 µM]
Cc1csc(NC(=O)C(NS(=O)(=O)c2ccc(Br)s2)c2ccccc2)n1 (stereo unspecified) | -13% | -1% | -20%[46.1 µM] | -22% | -1.0% | -3% | 4% | ?
CCC(=O)N1CCc2cc(S(=O)(=O)NC(Cc3ccccc3)C(=O)NC3CCCCC3)ccc21 (stereo unspecified) | 2% | -7% | -12% | -9% | 2.9% | -5% | -1% | 0%
CC(=O)c1ccc(N(C)C)c2c(N(C)C)cccc12 | 4% | ? | -12%[46.1 µM] | -3% | -1.0% | -15% | -1% | -14%
CC(C)C(=O)Nc1nnc(CCN2CCCCC2)s1 | -3% | 6% | -11%[46.1 µM] | -8% | 1.7% | 1% | 2% | -6%

A different layout for nine compounds above:
Fields – ALDH1A1 block | GAA glycogen | NPSR antag | Tau fluor cs | Epigenetic derep | aGlu spleen mod | aGal spleen mod | GAA inhib
- Cc1ccn2c(Nc3ccccc3C)c(-c3cccnc3)nc2c1
→ -9% | ? | -37% | -12%&-23% | -4.4%&0.7% | -8% | -11% | -1%
- CCOC(=O)CCC(=O)N1CCOCCOCCN(C(=O)CCC(=O)OCC)CCOCC1
→ 3% | 8% | -5%[46.1 µM] | -8% | -0.2% | 2% | 4% | 2%
- CC(C)CCn1cnc2c(oc3nc4c(cc32)CCCC4)c1=O
→ 3.2µM* | 4% | 18% | 4% | 6.4% | -8% | 11% | -4%
- CCN1C/C(=C/c2ccc(N3CCOCC3)cc2)C(=O)/C(=C/c2ccc(N3CCOCC3)cc2)C1
→ ? | -22% | -15%[46.1 µM] | -10% | ? | -8% | -4% | -5%
- NNc1nccc(Nc2ccccc2C(=O)O)n1
→ ? | ? | 15% | -11% | -1.0% | -1% | -2% | 4%
- Cc1ccc(CC(=O)Nc2ccncc2)cc1
→ 5% | 4% | 22% | 10% | -3.2% | 5% | -7% | 14%
- Nc1cccc(-c2nc3ccccc3s2)c1
→ ? | -9% | 3%[46.1 µM] | ? | 1.4% | -5% | 1% | -8%
- N#Cc1cnn(-c2ccc(F)cc2)c1N
→ -4% | 9% | -12% | -10% | 0.5% | 4% | -2% | -6%[15.4 µM]
- Cc1csc(NC(=O)C(NS(=O)(=O)c2ccc(Br)s2)c2ccccc2)n1 (stereo unspecified)
→ -13% | -1% | -20%[46.1 µM] | -22% | -1.0% | -3% | 4% | ?

Not all compounds are listed (hit frequency here may not be typical).
